FadD28 binding: M. tuberculosis FadD28 bisubstrate binding inhibition | FadD28 bisubstrate probe binding, fluorescence polarization | AID 588549 | inhibition, % at 12.5 µM | 360,000 tested, 0.22% active; in the data active = inhibition above about 8.5%, passing the limit was not always enough; inconclusive = no clear call, values can overlap the other calls
Yp Topo-I inh: inhibitors of Yersinia pestis topoisomerase I | Y. pestis Topo-I cleavage product accumulation, plate reader | activity, % at 10 µM | 360,000 tested, 0.064% active; in the data active = activity above about 50%, passing the limit was not always enough; inconclusive = no clear call, values can overlap the other calls; also: inactives centre near 2
Mtb BioA inh: BioA (M. tuberculosis) enzyme inhibition; purified M. tuberculosis BioA enzyme, plate reader; inhibition, % at 9.99 µM; 360,000 tested, 0.096% active; AID 602481; in the data active = inhibition above about 40%; inconclusive = no clear call, values can overlap the other calls
Mtb UGM inh: inhibitors of M. tuberculosis UDP-galactopyranose mutase; P9WIQ1; purified UGM, fluorescence polarization probe displacement; inhibition, % at 10 µM; 320,000 tested, 0.06% active; in the data active = inhibition above about 10%, passing the limit was not always enough; inconclusive = no clear call, values can overlap the other calls
Target sequence (P9WIQ1 whole entry, looked up): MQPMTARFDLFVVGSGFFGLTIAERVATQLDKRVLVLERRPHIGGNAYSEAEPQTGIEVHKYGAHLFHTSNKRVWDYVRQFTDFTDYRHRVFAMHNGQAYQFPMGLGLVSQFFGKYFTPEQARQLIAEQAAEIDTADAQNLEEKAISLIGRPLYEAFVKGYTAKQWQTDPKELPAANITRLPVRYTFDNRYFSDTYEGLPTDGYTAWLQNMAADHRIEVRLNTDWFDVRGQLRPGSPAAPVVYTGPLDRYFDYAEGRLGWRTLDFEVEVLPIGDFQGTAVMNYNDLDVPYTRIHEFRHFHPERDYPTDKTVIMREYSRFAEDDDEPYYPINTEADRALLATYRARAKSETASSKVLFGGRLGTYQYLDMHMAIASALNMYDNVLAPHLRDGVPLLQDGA
GDH-TPI inh: inhibits GDH-TPI coupling enzymes, artifact for Mtb FBA screen; inhibition, % at 4.8 µM; GDH-TPI coupled enzyme counterscreen, NADH absorbance; 360,000 tested, 1.2% active; in the data active = inhibition above about 30%;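 also: 0% = DMSO wells and 100% = wells lacking the enzyme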
BH1578 lux ind: induces V. cholerae light production without autoinducers | AID 588436 | V. cholerae BH1578 lux reporter, luminescence, 6 h | 350,000 tested, 0.16% active | activation, % at 18.7 µM; in the data active = activation mostly above about 9.7%, no sharp cut-off; inconclusive = no clear call, values can overlap the other calls; inactive = mostly below about 3.7%; also: not every result past the cut was called active; inactives centre near 0; reference of the scale not given here
TcdB GH inh: TcdB glycohydrolase inhibition | AID 652162 | inhibition, % at 9.99 µM | TcdB glycohydrolase enzymatic assay, plate reader | 350,000 tested, 0.24% active; in the data active = inhibition above about 10%
Mtb FBA inh: Mtb fructose-bisphosphate aldolase inhibition; P9WQA3; purified M. tuberculosis FBA, fluorescence read-out; inhibition, % at 1 µM; 360,000 tested, 2.3% active; AID 588726; in the data active = inhibition above about 27%;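 also: 0% = vehicle and 100% = reference inhibitor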
Target sequence (P9WQA3 whole entry, looked up): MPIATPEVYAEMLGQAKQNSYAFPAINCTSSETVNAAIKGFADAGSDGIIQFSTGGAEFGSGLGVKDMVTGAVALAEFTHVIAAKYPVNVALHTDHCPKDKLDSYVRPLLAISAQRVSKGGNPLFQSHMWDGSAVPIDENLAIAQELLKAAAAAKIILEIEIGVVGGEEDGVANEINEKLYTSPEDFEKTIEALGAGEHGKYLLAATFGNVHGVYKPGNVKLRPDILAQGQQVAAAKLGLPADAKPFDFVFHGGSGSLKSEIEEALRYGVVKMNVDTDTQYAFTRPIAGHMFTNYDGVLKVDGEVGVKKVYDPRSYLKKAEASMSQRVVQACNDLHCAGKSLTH
PfHsp40 yeast: restores yeast growth despite PfHsp40 toxicity | S. cerevisiae expressing PfHsp40, growth rescue, ATP luminescence | growth rescue, % at 12.5 µM | 340,000 tested, 0.68% active; in the data active = growth rescue above about 28%, passing the limit was not always enough; inconclusive = no clear call, values can overlap the other calls;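 also: yeast W303a lacking pdr1 and pdr3 grown in galactose medium; growth measured after three days at 30 °C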
Starred values were filed as active, the others as inactive; i = inactive; ? = inconclusive; / = no result given; & = joins results of further samples.

SMILES	FadD28 binding	Yp Topo-I inh	Mtb BioA inh	Mtb UGM inh	GDH-TPI inh	BH1578 lux ind	TcdB GH inh	Mtb FBA inh	PfHsp40 yeast
CCCCc1nnc(NC(=O)CCS(=O)(=O)c2ccc(C)cc2)s1	-2.3	2	-0.6	-0.4	-2	-6.2	-0.7	-2	-0.9
Cc1ccc(Cn2c(C)c3cnn(CC(=O)N4CCC5(CC4)OCCO5)c(=O)c3c2C)cc1	-0.7	42	/	0.6	-8	-0.9	/	6	0.5
Cc1cc(=O)[nH]c(SCC(=O)Nc2ccc(Cl)cn2)n1	-3.7	-7	-1.0	4.3	7	-6.2	1.0	-3	1.2
CC/C(=N/NC(=O)c1ccccc1O)c1c(C)[nH]n(-c2ccccc2)c1=O	4.2	-7	3.5	1.3	31*	i	-0.3	0	399*
Clc1ccc(SCc2cc(N3CCOCC3)nc(-c3ccccn3)n2)cc1	-1.6	21	/	1.0	2	-0.7	2.3	0	/
CCN1C(=O)CSC1=Nc1cccc(C(=O)O)c1	-0.5	-2	-1.8	-0.7	1	-0.8	1.1	-1	-0.9
COc1ccc(/C=N/N2CCN(c3ccc(Cl)cc3)CC2)cc1O	-1.2	-3	-3.0	2.7	20	i	0.5	1	-1.1
COc1ccc(CCNC(=O)c2coc3ccccc3c2=O)cc1	-2.0	6	4.3	-0.8	3	-0.1	0.9	2	0.2
CCOC(=O)c1ccc(NC(=O)c2sc3nc4n(c(=O)c3c2C)CCC4)cc1	-1.3	11	-1.7	-2.2	10	-0.3	1.0	1	-0.6
CC(NC(=O)c1ccco1)C(=O)N1CCc2ccccc2C1 (stereo not drawn)	-0.3	-3	/	0.5	11	i	/	2	-1.0
CC(C)CCNC(=O)[C@H](Cc1ccccc1)N1Cc2ccccc2C1=O	/	1	0.8	-3.1	-9	i	-0.1	1	1.0
NC(=O)c1nnsc1-c1ccco1	-3.2	2	-0.4	/	22	i	0.7	-2	0.3
CC(=O)C1=C(O)C(CSCc2ccccc2)N(C)C1=O (stereo not drawn)	-1.4	-2	/	/	12	i	-0.5	5	-0.8
COc1ccc(N2C3=C(C(=O)CC(C)(C)C3)C(c3ccccc3OC)C3=C2CC(C)(C)CC3=O)cc1	-2.9	11	-3.4	-1.3	-2	-1.1	-1.5	50*	-0.4
O=C(Cn1nnc(-c2ccccc2NC(=O)c2cccs2)n1)Nc1ccccc1	1.5	-3	/	-0.7	4	-0.9	/	6	-0.4
COc1cccc(CNC(=O)CCc2nnc(C3CCCCC3)o2)c1	1.3	10	/	0.7	1	-0.3	1.0	0	1.0
O=C(CCN1CCCCC1)Nc1ccc(Cl)cc1C(=O)c1ccccc1	/	5	-0.5	-1.8	14	i	-0.7	1	-0.6
NC(=O)C1CCN(c2ccnc3cc(Cl)ccc23)CC1	-1.0	7	/	-1.2	0	-1.4	-0.2	3	0.2
CN(C)c1ccc(/C=N/NC(=O)C(=O)/C=C2\NC3(CCCC3)Cc3ccccc32)cc1	0.2	-6	-4.0	0.7	31*	-0.3	/	-6	-0.1
COc1ccc(NC(=S)N2CCCN(Cc3cc(C)ccc3C)C2)cc1	0.1	6	-0.2	0.1	15	-0.5	0.5	0	-1.0
COc1cccc(C(=O)Nc2cc3c(cc2C(C)=O)OCCO3)c1	-0.2	9	-2.3	4.5	16	-0.2	1.9	0	7.7
COc1ccc(Cc2nnc(N=Nc3c(O)[nH]c4ccc(Br)cc34)[nH]c2=O)cc1	-3.7	-5	/	1.0	9	i	0.4	-1	-1.3
CCCSc1nc(NCc2ccco2)c2c3c(sc2n1)COC(C)(C)C3	-2.8	2	1.1	-0.4	17	-1.7	/	-2	-1.6
COCCCNC(=S)N1CCCN(c2nc3cc(C)ccc3cc2C#N)CC1	-2.5	7	/	-3.0	3	-0.1	-0.9	6	0.1
CCOc1ccccc1NC(=O)CCNS(=O)(=O)c1ccc2[nH]c(=O)oc2c1	0.5	3	-0.4	-3.2	0	0.1	1.3	0	0.9
CC(C)C(=O)Nc1cc(C(F)(F)F)ccc1-n1ccnc1	-3.0	0	/	1.9	2	-0.4	-1.0	-1	-1.2
CC(C)C[C@@H](CO)NS(=O)(=O)c1cc(Cl)ccc1F	-0.9	2	0.4	/	0	-0.4	-11	-1	-1.3
COc1ccc(-c2cc(C(F)(F)F)n3nc(C(=O)O)nc3n2)cc1	-1.7	-3	9.8	0.9	28	-2.5	/	23	-0.1
COc1ccc(C)cc1NC(=O)CNC(=O)Cn1ccc2ccccc2c1=O	-5.6	1	0.8	3.0	7	-0.4	/	1	1.0
O=C(/C=C/c1ccc([N+](=O)[O-])cc1)c1ccccc(=O)c1O	-4.8	-7	/	/	21	i	0.8	-8	0.2

Compound profiles, from the list above.
Results for COc1ccc(C)cc1NC(=O)CNC(=O)Cn1ccc2ccccc2c1=O : FadD28 binding = -5.6; Yp Topo-I inh = 1; Mtb BioA inh = 0.8; Mtb UGM inh = 3.0; GDH-TPI inh = 7; BH1578 lux ind = -0.4; TcdB GH inh = /; Mtb FBA inh = 1; PfHsp40 yeast = 1.0
Results for COc1cccc(CNC(=O)CCc2nnc(C3CCCCC3)o2)c1 : FadD28 binding = 1.3; Yp Topo-I inh = 10; Mtb BioA inh = /; Mtb UGM inh = 0.7; GDH-TPI inh = 1; BH1578 lux ind = -0.3; TcdB GH inh = 1.0; Mtb FBA inh = 0; PfHsp40 yeast = 1.0

Other compounds:
SMILES	FadD28 binding	Yp Topo-I inh	Mtb BioA inh	Mtb UGM inh	GDH-TPI inh	BH1578 lux ind	TcdB GH inh	Mtb FBA inh	PfHsp40 yeast
CCCn1c(=O)c(C(=O)NNC(=O)c2ccccc2[N+](=O)[O-])c(O)c2ccccc21	-8.7	5	0.5	0.8	10	-0.3	1.5	-1	?
CC(C)(C)n1nc2c(c1NC(=O)C1CC(=O)N(c3ccc(Cl)cc3)C1)CS(=O)(=O)C2 (stereo not drawn)	-3.3	2	0.7	3.6	1	-0.4	0.9	1	0.1
CNC(=O)COc1ncnc2scc(-c3ccc(F)cc3)c12	-2.5	9	/	2.4	0	0.8	-0.1	9	3.6
Cc1ccc(C(=O)c2oc3ccccc3c2NC(=O)c2cc(-c3cc(C)ccc3O)n[nH]2)cc1	-2.5	6	0.2	1.1	28	-0.4	0.1	5	?
Cc1ccc2c(c1)N(C(=O)CCC(=O)N1CCC3(CC1)OCCO3)CCO2	0.5	4	0.1	-0.3	13	-0.3	2.5	-1	0.6
CCC1SC(=NC(=O)c2ccc(Cl)c(Cl)c2)NC1=O (stereo not drawn)	0.8	-8	/	0.4	23	-0.3	/	2	0.7
Cc1ccc(N)c(N)c1	-1.1	-2	0.8	0.2	0	-0.3	-0.3	17	0.2
COc1ccc(S(=O)(=O)N2CCN(C(=O)[C@@H]3CCC(=O)N3C3OC(=O)c4ccccc43)CC2)cc1 (stereo partly drawn)	-1.0	7	-1.1	0.2	4	-0.5	/	1	-1.2
C[C@@H]1CN([C@@H](C)CO)S(=O)(=O)c2ccc(Br)cc2O[C@H]1CN(C)C(=O)c1ccccc1F	-2.2	18	2.1&3.6	/	10	i	1.5&-1.3	4	/
O=C(NNS(=O)(=O)c1cc(Cl)c(Cl)cc1Cl)c1cccnc1	-0.3	-2	-3.6	-2.2	1	i	-0.6	0	1.0
CN(C)c1nc(OCCOC(=O)Nc2ccc(Cl)cc2Cl)nc(N(C)C)n1	0.7	12	/	3.2	6	0.0	0.5	0	1.7
CCCNC(=O)c1cc(C2CCCCN2C(=O)c2ccc3c(c2)CCO3)on1 (stereo not drawn)	-3.0	6	2.1	/	8	i	-0.2	2	/
O=C(NCCc1c[nH]c2ccccc12)c1ccc(-n2cnnn2)cc1	-2.7	-7	0.1	-0.2	7	0.5	/	7	0.4
CCc1nnc(N2CCN(c3ncnc4c3oc3ccccc34)CC2)s1	-4.7	14	0.4	/	7	-0.3	/	0	0.2
CCOc1ccccc1NC(=O)CN(c1nccs1)S(=O)(=O)c1ccc(N)cc1	-0.6	9	-0.1	2.2	5	0.5	/	3	-0.6

3 consecutive records out of the list so far, for reference:
SMILES	FadD28 binding	Yp Topo-I inh	Mtb BioA inh	Mtb UGM inh	GDH-TPI inh	BH1578 lux ind	TcdB GH inh	Mtb FBA inh	PfHsp40 yeast
O=C(NCCc1c[nH]c2ccccc12)c1ccc(-n2cnnn2)cc1	-2.7	-7	0.1	-0.2	7	0.5	/	7	0.4
CCc1nnc(N2CCN(c3ncnc4c3oc3ccccc34)CC2)s1	-4.7	14	0.4	/	7	-0.3	/	0	0.2
CCOc1ccccc1NC(=O)CN(c1nccs1)S(=O)(=O)c1ccc(N)cc1	-0.6	9	-0.1	2.2	5	0.5	/	3	-0.6

Other results
SMILES	FadD28 binding	Yp Topo-I inh	Mtb BioA inh	Mtb UGM inh	GDH-TPI inh	BH1578 lux ind	TcdB GH inh	Mtb FBA inh	PfHsp40 yeast
CC(=O)Nc1ccc2nc(NC(=O)CS(=O)(=O)c3ccc(F)cc3)sc2c1	-0.6	-5	-2.3	/	29	i	-0.7	2	/
O=C(COc1cccc(C(F)(F)F)c1)N1CCN(c2ccccc2O)CC1	-3.1	7	/	-0.8	-6	-1.0	2.2	-2	-1.7
Cn1cc(Br)c(C(=O)Nc2sc3c(c2C(N)=O)CCCC3)n1	1.5	-3	0.2	-0.4	7	-0.2	1.9	0	0.9
O=C(CN1C(=O)NC2(CCOc3ccccc32)C1=O)Nc1cccc(Cl)c1 (stereo not drawn)	-4.5	8	/	0.6	-3	i	1.9	4	-0.4
COC(=O)C1=C(N)Oc2cc(C)n(CCN3CCOCC3)c(=O)c2C1c1cccnc1 (stereo not drawn)	1.8	-2	2.5	-1.0	7	-0.6	/	0	-1.8
Cc1ccnc(NC(=O)c2ccc(NC(=O)c3ccco3)cc2)c1	-5.7	0	0.8	-1.9	7	i	/	2	3.1
O=C(C1CCCCC1)N1C[C@@H](O)[C@H](n2cc(C3CC3)nn2)C[C@@H]1c1ccc(Cl)cc1	-2.1	11	0.9	/	10	i	0.5	3	/
Cc1cn([C@H]2C[C@H](O)[C@@H](/C=C/C(=O)NCCc3cccs3)O2)c(=O)[nH]c1=O	-3.2	/	0.6	/	/	/	2.1	1	/
O=S(=O)(NCc1cc(-c2ccccc2)no1)c1ccccc1	-2.2	7	/	-0.1	-4	i	0.8	1	-1.1
Cc1sc2c(c1C)c(=O)n(-c1ccccc1)c1nnc(C)n21	-2.6	-5	/	0.9	-4	i	/	-1	-0.1
O=C(NC(=S)NCC1CCCO1)c1ccccc1Br (stereo not drawn)	-0.7	8	/	1.0	7	-0.2	/	-2	0.8
O=C(COC(=O)/C=C/c1ccccc1)Nc1ccc2c(c1)OCCO2	-1.1	2	-1.0	-1.6	6	i	-3.5	3	-0.7
CCOc1cc(NC(=S)NCC2CCCO2)c(OCC)cc1NC(=O)c1ccc(OC)cc1 (stereo not drawn)	-2.8	-1	/	3.4	-6	-0.3	/	-5	0.6
COc1cc(Cl)c(C)cc1NC(=O)c1ccccc1NC(=O)CN1CCOCC1	-0.8	-2	0.9	0.0	-3	i	-0.2	0	-0.4
COc1ccccc1N1C(=O)c2ccc(C(=O)Nc3ccc(C(=O)O)cc3)cc2C1=O	-1.8	-1	-1.4	-0.2	4	-7.7	1.5	3	-0.1
COc1ccc2[nH]c(C)c(CN3CCC(C)CC3)c(=O)c2c1	-1.2	-4	-3.6	0.4	8	i	/	14	0.0
C=CCNc1nc2c(c(=O)[nH]c(=O)n2C)n1CCCCC	-3.6	4	-1.1	2.3	-7	/	0.2	-2	0.4
Cc1cc(CNC(=O)c2cc(Br)ccc2Cl)nn1C	-3.1	-6	/	-0.6	6	-0.4	/	1	0.4
COc1cc(NC(=O)Nc2ccc(Cl)c(Cl)c2)c(C(=O)O)cc1OC	-0.3	1	1.9	-0.6	5	0.1	0.3	104*	1.7
CCOc1ccc(N2CC(=O)N/C2=N\c2nc(C)cc(C)n2)cc1	-0.5	-2	-0.2	0.7	3	-0.6	/	4	-0.1

Just FadD28 binding and TcdB GH inh, for 3 of the compounds above:
| compound | FadD28 binding | TcdB GH inh |
| --- | --- | --- |
| C=CCNc1nc2c(c(=O)[nH]c(=O)n2C)n1CCCCC | -3.6 | 0.2 |
| Cc1cc(CNC(=O)c2cc(Br)ccc2Cl)nn1C | -3.1 | / |
| COc1cc(NC(=O)Nc2ccc(Cl)c(Cl)c2)c(C(=O)O)cc1OC | -0.3 | 0.3 |

Random draw from the library; overall some 4.6% were active at least once.
